AddAB inh = less growth of phage-infected E. coli with AddAB. E. coli expressing H. pylori AddAB, absorbance growth. inhibition, % at 11.9 µM. 330,000 tested, 0.29% active; in the data active = inhibition above about 12%;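 also: 0% = vehicle wells of infected cells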
HTR5A inv ctr = inverse agonist of human HTR5A in OPRM1-OPRD1 counter-screen | inhibition, % at 9.3 µM | HTR5A cell line, luminescence, inverse agonism | 340,000 tested, 0.083% active | P47898; in the data active = inhibition mostly above about 23%, no sharp cut-off; inactive = mostly below about 18%;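 also: 0% = cells with DMSO and 100% = no-cell wells with DMSO; some compounds called inactive have numbers as strong as hits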
Target sequence (P47898 whole entry, looked up): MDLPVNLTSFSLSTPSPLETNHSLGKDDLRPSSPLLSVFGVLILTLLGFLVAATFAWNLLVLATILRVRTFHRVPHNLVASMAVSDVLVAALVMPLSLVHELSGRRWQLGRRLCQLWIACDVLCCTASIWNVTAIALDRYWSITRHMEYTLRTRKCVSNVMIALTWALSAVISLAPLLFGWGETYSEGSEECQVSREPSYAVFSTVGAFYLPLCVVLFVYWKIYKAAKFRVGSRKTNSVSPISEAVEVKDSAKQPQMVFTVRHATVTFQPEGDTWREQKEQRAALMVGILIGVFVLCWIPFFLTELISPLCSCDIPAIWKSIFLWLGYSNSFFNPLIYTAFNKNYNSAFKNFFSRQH
E coli growth = reduces bacterial viability in AddAB counter-screen; AID 449728; 330,000 tested, 0.27% active; E. coli V3065 growth, OD600 absorbance, 18 h; inhibition, % at 11.9 µM;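 active = inhibition above the campaign's mean inhibition across all tested compounds plus 3 SD, cut at about 9.9% in these data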;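 also: uninfected addAB+ strain grown without phage in ampicillin broth; 0% = DMSO wells and 100% = ciprofloxacin 0.95 µg/ml wells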
CDK5 p35 inh = inhibitors of human CDK5/p35 kinase. Recombinant CDK5/p35, ADP-Glo luminescence, 60 min. inhibition, % at 10 µM. 330,000 tested, 0.01% active. AID 488839;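 active = highest replicate inhibition of at least 50% and at least 75% of replicates reaching 50%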;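 also: plate controls were DMSO neutral control for no effect and GW8510 at 10 µM for full effect; many of its hits are not listed in these tables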
Tat transport = inhibitors of E. coli Tat protein transport; E. coli MC4100 TorA-mCherry Tat export, fluorescence; 340,000 tested, 0.036% active; inhibition, % at 10 µM; AID 488895;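 active = mean replicate inhibition at least 50% and at least half of replicates individually reaching 50%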;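 also: exported cargo escapes ClpAP degradation while cytoplasmic cargo is degraded and loses fluorescence; 0% = median of neutral control wells and 100% = median of NaSCN control wells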
phage Ecoli inh = E. coli growth loss with phage present | inhibition, % at 11.9 µM | 360,000 tested, 0.26% active | growth absorbance; in the data active = inhibition above about 11%
PKA-R1A act = activates the PKA-R1A holoenzyme complex; AID 504707; activation, % at 11.4 µM; PKA-R1A dissociation, Cy5-IP20 fluorescence polarization; scaled: DMSO 0%, 113 µM cGMP 100%; 340,000 tested, 0.083% active;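 active = percent activation above the mean of all tested compounds plus 3 SD, cut at about 19% in these data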;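 also: higher means more PKAc released from R1A so a rise in polarization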
PKA-R2B activ = activators of human PKA-R2B complex. P22694+P31323. PKA-R2B holoenzyme dissociation, Cy5-IP20 fluorescence polarization; R2B truncated from residue 108, S112A mutant; 0% DMSO only, 100% 113 µM cGMP. activation, % at 11.4 µM. 340,000 tested, 0.079% active;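 active = activation above a cutoff set at the mean over all compounds plus 3 SD, cut at about 18% in these data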;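 also: higher means more holoenzyme dissociation and a rise in polarization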
Target sequence (P31323 whole entry, looked up, other chains not shown, the tested form may be a part): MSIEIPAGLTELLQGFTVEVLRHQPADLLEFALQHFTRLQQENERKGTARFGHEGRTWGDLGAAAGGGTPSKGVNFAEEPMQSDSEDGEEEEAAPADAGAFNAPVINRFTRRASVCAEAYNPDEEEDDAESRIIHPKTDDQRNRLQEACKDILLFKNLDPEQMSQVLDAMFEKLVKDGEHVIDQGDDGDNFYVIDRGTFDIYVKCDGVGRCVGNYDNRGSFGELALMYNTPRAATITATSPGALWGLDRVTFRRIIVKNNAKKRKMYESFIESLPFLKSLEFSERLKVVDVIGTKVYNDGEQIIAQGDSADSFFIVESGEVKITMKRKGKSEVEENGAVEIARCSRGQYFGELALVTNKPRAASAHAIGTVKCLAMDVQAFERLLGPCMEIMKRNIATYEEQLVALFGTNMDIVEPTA
SUMO Mot1 rescue = blocks SUMOylation pathway, rescuing yeast Mot1-301 growth. 320,000 tested, 1% active. S. cerevisiae Mot1-301 growth rescue, ATP luminescence, 38.5C; percent above DMSO median, 100 means doubled. growth rescue, % at 18.8 µM;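 active = every valid replicate shows activation above 250% relative to neutral control wells; inactive = the rest, any valid replicate at or below 250%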;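 also: OY570 slx delta 5 strain wells were the positive control but not used for scaling; some compounds called inactive have numbers as strong as hits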
DAGLB inhibitor = blocks human DAGLB lipase activity; inhibition, % at 5.17 µM; 340,000 tested, 0.059% active; AID 504411; HEK293T DAGLB membrane lysate, EnzChek fluorogenic substrate; in the data active = inhibition above about 34%;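 also: 0% = enzyme with vehicle and 100% = wells lacking enzyme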
HTR5A ag = HTR5A agonism, opioid heterodimer counter-screen | P47898 | HTR5A agonist assay, luminescence, cell-based | activation, % at 9.3 µM | 340,000 tested, 0.61% active; in the data active = activation mostly above about 9.5%, no sharp cut-off; inactive = mostly below about 7.6%;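 also: 0% = cells with vehicle only and 100% = reference agonist; strong numbers were not always called active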
* marks the source's active call; other numbers are inactive results; · = not tested or not shown. Outcome played no part in choosing rows; any-hit rate near 2.3%.

No.	compound	E coli growth	AddAB inh	DAGLB inhibitor	HTR5A inv ctr	PKA-R2B activ	Tat transport	SUMO Mot1 rescue	phage Ecoli inh	CDK5 p35 inh	PKA-R1A act	HTR5A ag
1	CCOc1ccc(OCC)c(NC(=O)C2CCCN(S(=O)(=O)c3ccc(C)cc3)C2)c1 (stereo unspecified)	0.3	3.1	-5	-11	-7	-2	-9	2.2	-1.4	-3	2
2	CCn1c2ccccc2c2cc(/C=N/n3c(C)nnc3C)ccc21	-0.2	0.6	-1	18	3	8	0	-2.3	-2.5	-8	-8
3	CCOc1cc(S(=O)(=O)NCc2cccnc2)c(C)cc1C	-0.9	3.1	-2	-24	6	-1	-5	1.4	0.4	4	-3
4	COc1ccc(CNC(=O)COC(=O)C(CCSC)NC(=O)c2ccco2)cc1OC (stereo unspecified)	-1.1	1.2	1	4	-3	5	-10	0.5	-1.6	5	2
5	O=C(CNC(=O)C(c1ccccc1)c1ccccc1)N/N=C/c1ccc(O)c([N+](=O)[O-])c1	-0.3	2.6	6	4	-1	5	-10	3.2	0.5	-15	-1
6	N#Cc1c(N)n(-c2ccccc2N)c2nc3ccccc3nc12	0.1	1.0	-2	-6	-8	1	3	3.6	1.5	2	-2
7	CN(C(=O)COC(=O)C1CCN(S(=O)(=O)c2c(Cl)cccc2Cl)CC1)c1ccccc1	0.4	-0.5	3	6	-3	20	135	3.5	1.0	-9	-2
8	Cc1ccccc1C(=O)N1CCC(C(=O)N2CCN(c3ncccn3)CC2)CC1	-1.4	0.1	-4	6	-7	0	-25	8.0	0.1	2	1
9	COc1ccc(-c2ccc(S(=O)(=O)N3CCOCC3)cc2)cc1	0.7	2.0	-2	4	-4	1	-12	·	0.0	7	-2
10	Nc1ccccc1C#Cc1cnccn1	-1.7	2.5	-5	-40	-9	5	-15	0.2	1.3	-4	15
11	CCN(CC(=O)Nc1c(F)cccc1F)C(=O)C1=COCCO1	0.8	-1.7	0	-3	-6	0	-16	3.0	0.9	-6	3
12	C=CCOC(=O)C1=C(C)NC(=S)NC1c1cccs1 (stereo unspecified)	1.4	-0.9	-1	6	9	-4	0	3.1	0.7	4	0
13	O=c1c2ccccc2nc2n1C(CSc1ccc(F)cc1)CN2 (stereo unspecified)	-2.0	1.9	-3	12	-4	-3	4	2.0	1.2	1	-4
14	COC(CNC(=O)CC1C(=O)N(Cc2ccccc2)C(C)c2nc3ccccc3n21)OC (stereo unspecified)	-2.0	1.0	2	·	-4	0	12	2.0	1.0	0	·
15	Clc1cccc(Nc2nc(-c3cccnc3)cs2)c1	0.0	0.2	-1	5	-9	-5	148	-1.4	-0.3	6	-2
16	COc1cc(/C=C/C(=O)Nc2ccc(N3CCCCC3)c(S(=O)(=O)Nc3ccccc3Cl)c2)cc(OC)c1OC	1.1	2.1	-4	-5	6	-4	4	2.1	-1.1	-1	-1
17	COc1cccc(Oc2cc(Cl)nc(N)n2)c1	-0.9	3.4	-2	-22	-11	-3	43	-0.1	0.6	0	2
18	COc1ccc(Cl)cc1NC(=O)NCC1CCN(Cc2cc(C)ccc2C)CC1	1.7	-1.3	0	1	2	3	-18	1.3	-0.2	0	0
19	O=C(OCc1nnc(-c2ccc(Cl)cc2)o1)c1ccc(O)cc1	-1.6	1.4	-4	-10	3	2	-22	5.4	2.0	0	4
20	COc1ccc(/C=C/C(=O)OCC(=O)N2CC(=O)Nc3ccccc32)cc1	-0.4	0.3	1	7	-13	-7	8	3.3	-0.2	8	6

Given as labelled records: part of the list above
[3] CCOc1cc(S(=O)(=O)NCc2cccnc2)c(C)cc1C
  E coli growth: -0.9	AddAB inh: 3.1	DAGLB inhibitor: -2	HTR5A inv ctr: -24	PKA-R2B activ: 6	Tat transport: -1	SUMO Mot1 rescue: -5	phage Ecoli inh: 1.4	CDK5 p35 inh: 0.4	PKA-R1A act: 4	HTR5A ag: -3
[4] COc1ccc(CNC(=O)COC(=O)C(CCSC)NC(=O)c2ccco2)cc1OC (stereo unspecified)
  E coli growth: -1.1	AddAB inh: 1.2	DAGLB inhibitor: 1	HTR5A inv ctr: 4	PKA-R2B activ: -3	Tat transport: 5	SUMO Mot1 rescue: -10	phage Ecoli inh: 0.5	CDK5 p35 inh: -1.6	PKA-R1A act: 5	HTR5A ag: 2
[5] O=C(CNC(=O)C(c1ccccc1)c1ccccc1)N/N=C/c1ccc(O)c([N+](=O)[O-])c1
  E coli growth: -0.3	AddAB inh: 2.6	DAGLB inhibitor: 6	HTR5A inv ctr: 4	PKA-R2B activ: -1	Tat transport: 5	SUMO Mot1 rescue: -10	phage Ecoli inh: 3.2	CDK5 p35 inh: 0.5	PKA-R1A act: -15	HTR5A ag: -1
[6] N#Cc1c(N)n(-c2ccccc2N)c2nc3ccccc3nc12
  E coli growth: 0.1	AddAB inh: 1.0	DAGLB inhibitor: -2	HTR5A inv ctr: -6	PKA-R2B activ: -8	Tat transport: 1	SUMO Mot1 rescue: 3	phage Ecoli inh: 3.6	CDK5 p35 inh: 1.5	PKA-R1A act: 2	HTR5A ag: -2

Next section:
No.	compound	E coli growth	AddAB inh	DAGLB inhibitor	HTR5A inv ctr	PKA-R2B activ	Tat transport	SUMO Mot1 rescue	phage Ecoli inh	CDK5 p35 inh	PKA-R1A act	HTR5A ag
21	CC1(C)CC(=O)C2(CC3=C(CC(C)(C)CC3=O)O2)C(=O)C1	2.6	2.6	-1	-16	-9	-1	-13	2.2	0.8	3	-4
22	CC(C)NC(=O)c1onc(CSc2ccccc2)c1C(=O)O	1.0	1.4	1	12	-1	19	-5	1.9	0.5	2	-4
23	NC(=O)C1CCN(C(=O)/C=C/c2cc(Br)ccc2F)CC1	-1.6	0.0	-4	-11	-9	1	1	-0.6	-0.9	-2	5
24	O=C(Nc1cccn(Cc2c(Cl)cccc2Cl)c1=O)c1ccc(Cl)cc1	1.1	2.1	0	-35	-6	-3	·	0.9	0.9	3	4
25	COc1ccc2c(C)cc(SCC(=O)Nc3ncc(Cl)cc3Cl)nc2c1	2.6	2.9	0	-12	-7	4	-16	1.0	0.9	-15	3
26	CCn1ccnc1CN(C)Cc1nc(-c2ccc3c(c2)OCO3)no1	-1.4	2.4	-1	-10	-4	2	0	3.0	-0.1	-7	4
27	CC(NC(=S)NCCCN1CCOCC1)C12CC3CC(CC(C3)C1)C2 (stereo unspecified)	-2.8	-0.9	-4	2	-1	-13	6	1.7	0.7	-2	-1
28	CCCn1c(SCC(=O)NC2CCCCC2)nnc1-c1cccnc1	1.1	3.8	-1	-13	-4	-3	-9	1.0	-0.8	-5	-4
29	CCOC(=O)c1c(NC(=O)COC(=O)c2cc(OC)c(OC)cc2[N+](=O)[O-])sc(C)c1CC	0.9	0.2	-6	8	0	-2	10	1.9	0.5	8	-3
30	COc1ccc(OC)c(/C=N/NC(=O)c2cc[n+](CC(=O)c3ccccc3)cc2)c1	-1.1	-0.8	2	8	5	-3	123	-0.2	2.8	-16	-4
31	COc1ccc(-n2cc(CNCCc3ncc(C)[nH]3)c(-c3ccccc3Cl)n2)cc1	-0.8	0.9	·	·	·	-6	-13	4.2	2.4	·	·
32	Cc1ccc(N/C(N)=N/c2nc(CSc3nnc(N)s3)cc(=O)[nH]2)cc1	1.7	0.1	1	21	5	2	-7	4.6	2.5	7	6
33	CCOC(=O)c1ccc(N=NN(C)C)cc1	1.3	0.5	-3	-3	-2	-4	20	2.3	-0.5	2	1
34	O=C(c1ccco1)N1CCN(C(=O)c2cccn3c(=O)c4c5c(sc4nc23)CCCC5)CC1	·	·	3	1	9	-4	·	2.1	2.1	8	-1
35	CCOC(=O)C1=C(COC(=O)c2cc(S(=O)(=O)N3CCOCC3)ccc2F)NC(=O)NC1C (stereo unspecified)	·	·	-1	-8	-4	6	·	3.2	1.2	-7	3
36	CSc1ccccc1NC(=O)Cc1ccccc1[N+](=O)[O-]	0.7	-1.4	2	-12	-3	0	276	2.0	1.9	-3	4
37	O=C(CN(c1ccccc1)S(=O)(=O)c1ccc(F)cc1)NCc1cccs1	1.6	2.6	0	15	4	1	-18	1.3	1.6	13	-6
38	Cc1ccccc1C(=O)Nc1cccc(NC(=O)Cn2cnc3c(=O)n(C)c(=O)n(C)c32)c1	-1.3	0.4	-4	·	-6	5	-7	·	0.1	5	·
39	Cc1cc(OCC(=O)Nc2cnn(CCCC(=O)O)c2)ccc1[N+](=O)[O-]	-0.5	4.7	0	6	-5	7	-18	2.4	0.8	7	-2
40	O=[N+]([O-])c1ccc(Cl)c(S(=O)(=O)/N=C(/Nc2cccnc2)c2ccccc2)c1	-2.7	-1.1	2	-8	7	6	-13	1.6	0.9	-1	2

No.	compound	E coli growth	AddAB inh	DAGLB inhibitor	HTR5A inv ctr	PKA-R2B activ	Tat transport	SUMO Mot1 rescue	phage Ecoli inh	CDK5 p35 inh	PKA-R1A act	HTR5A ag
41	O=C(CCc1nc2ccccc2c(=O)[nH]1)OCC(=O)N1CCN(S(=O)(=O)c2ccccc2)CC1	-0.9	-0.1	0	27	-2	1	68	0.8	-0.5	-4	1
42	CCOc1cc(N2CCOCC2)c(OCC)cc1NCC(=O)N1CCN(Cc2ccccc2)CC1	-2.5	2.4	0	1	-2	-7	-10	-1.5	1.3	-11	0
43	CN(CC(=O)NC1CCCCC1)S(=O)(=O)c1ccc(Br)s1	-0.5	0.4	-1	-19	-4	5	4	2.1	1.2	-3	7
44	Cc1cc(C)n(-c2cc(N3CCN(C(=O)c4ccccc4C)CC3)ccc2[N+](=O)[O-])n1	0.3	1.4	-2	-32	-6	3	-19	0.5	-0.6	-6	2
45	CC(C)(C)n1nc2c(c1NC(=O)c1ccc([N+](=O)[O-])cc1)CS(=O)(=O)C2	-0.7	4.4	1	-4	-1	-4	-1	1.5	-1.8	-2	-3
46	Cc1ccnc(NC(=O)CCC(=O)N(CC(=O)NC2CCCCC2)CC2CCCO2)c1 (stereo unspecified)	0.3	2.2	-2	-10	5	4	125	0.1	2.1	3	3
47	C/C(=N\Nc1nc2ccccc2s1)c1ccc2c(c1)OCO2	0.8	1.2	1	-14	5	1	-2	3.1	0.9	-2	5

Screening results as filed in PubChem BioAssay.
